Screening data as filed in PubChem BioAssay.
D2 antagonist = antagonizes the human D2 dopamine receptor. actives 2% (n = 340,000). P14416. inhibition, % at 10 µM. HEK293 TREx D2 cells, calcium flux, dopamine EC80. AID 485344; in the data active = inhibition above about 30%; also: 0% is about no effect
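Dopamine at EC80 is the agonist stimulus; test compounds precede it by 180 s. Calcium flux read kinetically in a force-coupled, inducible HEK293 T-REx D2 cell line.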
D1 antagonist = blocks dopamine activation of the human D1 receptor. HEK293 TREx D1 cells, calcium flux, dopamine EC80; active compounds read low. activity change, negative = inhibition, % at 10 µM. actives 3.2% (n = 360,000). P21728; in the data active = activity change below about -30%; also: % is scaled to controls: 0 for no effect and ±100 for the full control effect
Target sequence (P21728 whole entry, looked up): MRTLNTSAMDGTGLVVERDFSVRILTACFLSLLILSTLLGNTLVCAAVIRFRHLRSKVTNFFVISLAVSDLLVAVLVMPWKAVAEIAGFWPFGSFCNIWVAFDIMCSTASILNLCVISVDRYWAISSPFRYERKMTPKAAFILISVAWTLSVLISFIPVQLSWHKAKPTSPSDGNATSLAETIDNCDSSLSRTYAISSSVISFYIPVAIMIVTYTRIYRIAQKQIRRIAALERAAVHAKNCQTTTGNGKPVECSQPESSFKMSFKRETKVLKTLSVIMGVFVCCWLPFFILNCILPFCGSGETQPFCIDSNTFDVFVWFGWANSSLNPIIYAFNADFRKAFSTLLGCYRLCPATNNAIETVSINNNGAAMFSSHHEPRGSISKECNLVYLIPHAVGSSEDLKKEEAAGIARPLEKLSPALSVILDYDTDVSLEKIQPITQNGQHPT
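Compound effects on dopamine-evoked calcium signalling were measured in tetracycline-induced HEK293 Trex D1 cells. Dopamine at EC80 followed a 180 s compound pre-read, and fluorescence was tracked kinetically for 180 s more.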
D2 ag = activates the human D2 dopamine receptor. actives 0.53% (n = 340,000). HEK293 T-REx D2 cells, calcium flux agonist mode. P14416. activation, % at 2 µM;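 active = activation over 3 SD above normal in the single-dose calcium agonist read, cut at about 30% in these data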; also: 0% is about no effect
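Agonism is scored from calcium flux in a force-coupled, inducible HEK293 cell line expressing D2, read kinetically for 180 s after compound addition against dopamine controls.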
RXFP1 antag = blocks the human relaxin receptor RXFP1; Q9HBX9; HEK293-RXFP1, relaxin-stimulated cAMP HTRF, 30 min; active compounds read low; activity change, negative = inhibition, % at 57.5 µM; actives 0.59% (n = 350,000);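 active = activity change of -60% or lower, but not beyond a set lower limit; inconclusive = change between -60% and -40%, or beyond the set limit; inactive = change above -40%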; also: % is scaled to controls: 0 for no effect and ±100 for the full control effect
D1 potentiator = potentiators of human D1 dopamine receptor; P21728; HEK293 TREx D1 cells, calcium flux, dopamine EC20 potentiation; potentiation, % at 10 µM; actives 0.036% (n = 360,000); in the data active = potentiation above about 30%; also: 0% is about no effect
D1 agonist = activates the human D1 dopamine receptor | P21728 | HEK293 T-REx D1 cells, calcium flux, agonist mode | activation, % at 2 µM | actives 1% (n = 360,000) | AID 504660; in the data active = activation above about 30%; also: 0% is about no effect
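Agonism was scored from calcium flux recorded over 180 s (1 read/s) after pintool compound addition, following a 10-cycle baseline. Cells were inducible force-coupled HEK293 TREx D1, plated overnight at 30 C and loaded with no-wash calcium dye.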
D2 potentiator = positively modulates the human D2 dopamine receptor allosterically. actives 0.34% (n = 340,000). HEK293 T-REx D2, calcium flux, EC20 dopamine potentiation. P14416. potentiation, % at 10 µM;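 active = potentiation over 3 SD above the plate norm, cut at about 30% in these data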; also: 0% is about no effect
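Potentiation of an EC20 dopamine calcium response is measured in a force-coupled, tetracycline-inducible Hek293 Trex D2 line. Compound-only kinetic reads over 180 s flag agonists before dopamine addition.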
TRHR enhancer = TRH receptor (human) allosteric enhancement; P34981; AID 493056; enhancement, % at 2 µM; TRHR cells, fluo-8 calcium fluorescence, EC20 TRH enhancement; actives 0.66% (n = 360,000); in the data active = enhancement above about 30%; also: 0% is about no effect
Target sequence (P34981 whole entry, looked up): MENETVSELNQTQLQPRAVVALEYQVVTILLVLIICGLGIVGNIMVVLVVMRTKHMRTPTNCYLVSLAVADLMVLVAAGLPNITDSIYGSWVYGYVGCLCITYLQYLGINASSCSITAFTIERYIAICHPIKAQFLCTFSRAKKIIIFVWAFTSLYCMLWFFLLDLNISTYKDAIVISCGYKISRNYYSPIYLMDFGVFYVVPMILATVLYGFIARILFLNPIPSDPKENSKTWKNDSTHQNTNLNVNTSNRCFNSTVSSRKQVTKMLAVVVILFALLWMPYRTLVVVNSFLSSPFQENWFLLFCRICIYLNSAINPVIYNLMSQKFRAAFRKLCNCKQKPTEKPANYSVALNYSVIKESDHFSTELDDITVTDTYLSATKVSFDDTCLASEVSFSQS
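TRHR-expressing cells loaded with fluo-8 calcium dye were read kinetically (ex 480/em 530) during compound addition, then stimulated with an EC20 of TRH (10 nM final). Enhancement of the Gq-mediated intracellular calcium response was scored.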
RXFP1 ag = activates the human relaxin receptor RXFP1; Q9HBX9; HEK293T-RXFP1 cAMP TR-FRET, 30 min; response scale: percent of porcine relaxin response, buffer zero; Potency, µM (doses to about 57.5 µM), without a hit: top-dose activation, usual class: activators; actives 0.3% (n = 370,000); AID 2676; active = well fitted activation curve with a large enough effect; inconclusive = small, poorly fitted or top-dose-only effect; also: potency is read from the fitted curve at half-maximal effect; % is scaled to controls: 0 for no effect and ±100 for the full control effect; nearly all actives have a fitted effect of over 60% in size; many of its hits are not listed in these tables
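HEK293 cells stably expressing RXFP1, treated 30 min at 37C with compounds plus PDE4 inhibitor Ro 20174; cAMP measured by HTRF TR-FRET. Normalized to buffer and 29 nM porcine relaxin; EC50 by Hill fit.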
* = called active by the depositor; ? = inconclusive; nt = not tested or not shown.

Sequence of screens: D2 antagonist	D1 antagonist	D2 ag	RXFP1 antag	D1 potentiator	D1 agonist	D2 potentiator	TRHR enhancer	RXFP1 ag
Nc1nc(-c2ccccc2)c(-c2ccccc2)o1
    6	-21	0.4	-6	-9	1	-6	-5	0.5%
O=C(COC(=O)c1ccco1)NC1CCCC1
    -10	-4	1.1	-4	0	-2	-13	1	0.3%
Cc1cccc(N(CC(=O)NC2CCCCC2)C(=O)c2ccc(C)s2)c1
    -3	-28	-0.9	-22	0	3	-4	-15	2.9%
COc1ccccc1N1CCN(CCCCOc2c(OC)cccc2OC)CC1
    78*	-29	18	-6	-14	0	-28	-6	0.0%
Cc1ccc2nc(SCC(=O)Nc3ccc4sc(C)nc4c3)c(C#N)cc2c1
    8	-3	1.2	6	-6	13	0	-8	?
COc1ccc(OCCCC(=O)NCc2ccco2)cc1
    -17	-12	0.2	5	-6	2	6	13	1.3%
COC(=O)C(NS(=O)(=O)c1ccc(C)cc1)c1ccccc1 (configuration not stated)
    -14	-24	0.8	-1	-8	3	0	-7	-0.3%
Cc1cccc(OCC(=O)N/N=C/C=C/c2ccco2)c1
    -2	-5	-1.8	?	-3	1	8	12	0.9%
CCc1c(O)cc2n(c1=O)-c1ccc(Cl)cc1C2(C)C
    10	5	0.8	1	-2	4	6	-2	-0.2%
CN1CCCCCC1=NC1=C(C#N)CCCC1
    -6	-6	-1.3	2	10	0	8	18	-1.3%
COc1ccc(NS(=O)(=O)c2ccc(C)c(C(=O)NCC(c3ccco3)N3CCCCC3)c2)cc1 (configuration not stated)
    nt	-4	nt	-2	-2	5	6	-3	-0.4%
O=[N+]([O-])c1ccc(Oc2ccc(S(=O)(=O)Nc3ccccc3)cc2)cc1
    -13	-21	11	2	-9	55*	-17	-5	0.7%
Cc1ccc2occ(CC(=O)N(Cc3ccc(N(C)C)cc3)C3CCS(=O)(=O)C3)c2c1 (configuration not stated)
    nt	-43*	0.0	-24	2	1	-2	2	-1.0%
CCN1C(=O)C2(c3ccccc31)c1c(oc3ccccc3c1=O)C(=O)N2CCOC (configuration not stated)
    nt	-9	0.0	nt	0	1	-3	0	1.1%
COc1ccc(NC(=O)C2CCCN(S(=O)(=O)c3cccnc3)C2)c(OC)c1 (configuration not stated)
    nt	-18	nt	nt	nt	-1	nt	-8	1.6%
O=C(Nc1cccc2c1CCCC2)N1CCOc2ccc(Cl)cc21
    nt	-2	0.4	3	-2	0	-11	-3	-1.6%
Cc1cc(C)nc(N2CCN(c3ccc(F)cc3)CC2)n1
    -3	0	0.2	-8	-2	3	-1	-1	1.2%
COc1ccc([C@H]2CC(=O)C=C(c3ccc4c(c3)OCO4)C2)cc1
    -20	24	0.5	nt	-3	-1	6	3	1.0%
CCC(Oc1ccccc1)C(=O)Nc1ccccc1N1CCCC1 (configuration not stated)
    nt	20	nt	-11	-3	1	18	-2	2.4%
CC(=O)Nc1sc2c(c1C#N)CCC(C)C2 (configuration not stated)
    -13	-13	-0.5	-4	3	0	3	3	2.7%

Reformatted in markdown: entries from further up
| Compound | D2 antagonist | D1 antagonist | D2 ag | RXFP1 antag | D1 potentiator | D1 agonist | D2 potentiator | TRHR enhancer | RXFP1 ag |
| --- | --- | --- | --- | --- | --- | --- | --- | --- | --- |
| COc1ccc(OCCCC(=O)NCc2ccco2)cc1 | -17 | -12 | 0.2 | 5 | -6 | 2 | 6 | 13 | 1.3% |
| COC(=O)C(NS(=O)(=O)c1ccc(C)cc1)c1ccccc1 (configuration not stated) | -14 | -24 | 0.8 | -1 | -8 | 3 | 0 | -7 | -0.3% |
| Cc1cccc(OCC(=O)N/N=C/C=C/c2ccco2)c1 | -2 | -5 | -1.8 | ? | -3 | 1 | 8 | 12 | 0.9% |
| CCc1c(O)cc2n(c1=O)-c1ccc(Cl)cc1C2(C)C | 10 | 5 | 0.8 | 1 | -2 | 4 | 6 | -2 | -0.2% |
| CN1CCCCCC1=NC1=C(C#N)CCCC1 | -6 | -6 | -1.3 | 2 | 10 | 0 | 8 | 18 | -1.3% |

Other records follow.
Sequence of screens: D2 antagonist	D1 antagonist	D2 ag	RXFP1 antag	D1 potentiator	D1 agonist	D2 potentiator	TRHR enhancer	RXFP1 ag
O=C(O)c1ccccc1C(=O)c1ccc(-c2ccccc2)cc1
    -11	-7	-2.1	7	-3	4	11	7	-1.4%
Cc1c(C(=O)Nc2nc3ccccc3[nH]2)oc2ccc(Br)cc12
    -6	18	0.2	-4	1	3	-3	3	0.4%
CC(=O)Nc1cc(C(=O)O)ccc1S(=O)(=O)c1ccc(C)cc1
    0	4	0.6	20	7	0	11	4	2.0%
O=C(COC(=O)c1ccccn1)Nc1ccc2c(c1)OCO2
    1	2	0.3	6	9	3	1	0	-1.4%
c1ccc(-n2nnnc2SCc2cccc(CSc3nnnn3-c3ccccc3)n2)cc1
    -17	-19	0.8	-9	-5	12	-2	3	1.4%
COc1cc(/C=N/n2cnnc2)ccc1OCc1ccc(C)cc1
    13	-15	0.1	-10	-5	8	1	0	3.3%
Cc1[nH]c(=O)c(C#N)c(C)c1CCC(=O)Nc1cc(S(C)(=O)=O)ccc1Cl
    -13	-4	-0.8	-4	3	4	-8	22	14%
O=C(CN(CCc1ccccc1)C(=O)CNS(=O)(=O)c1ccc(F)cc1)NCC1CCCO1 (configuration not stated)
    -12	-2	-0.9	1	-13	0	-7	23	0.5%
CCOC(=O)c1ccc(NC(=O)c2nc[nH]c2C(=O)NCC(=O)OC(C)(C)C)cc1
    12	-15	-0.2	nt	-4	3	16	-1	1.2%
Cc1ccc(C(=O)Nc2ccc(N3CCN(C(=O)c4ccco4)CC3)cc2)c(Cl)c1
    -20	-15	0.0	7	-7	1	5	-7	0.1%
CCCCNC(=O)CSc1nccn1Cc1ccccc1
    -8	24	-0.3	-5	-2	7	19	0	-0.3%
Oc1cccc(/C=N/N=C/c2cccc(O)c2O)c1O
    6	5	2.6	-14	-3	-2	-1	3	-1.0%
COc1ccc(OC)c(C(=O)NC(CC(N)=O)c2ccc(NCCOc3ccccc3)c([N+](=O)[O-])c2)c1 (configuration not stated)
    -24	-2	-3.5	nt	-2	1	-13	4	-2.2%
CNc1nc(-c2ccc3c(c2)CCN3C(=O)CC(C)(C)C)c(C)s1
    -7	-35*	-0.3	2	2	3	-2	8	-1.8%
O=C(NCc1ccc(F)cc1)c1ccc2c(=O)n3c(nc2c1)CCCCC3
    -4	-23	-0.6	-14	-6	1	-1	0	4.5%
Cc1ccc(-c2cc(C(F)(F)F)nn2-c2ccc(S(N)(=O)=O)cc2)cc1
    11	4	-0.4	-5	-3	1	22	13	2.8%
Cc1cc(C(=O)COC(=O)C2=NNC(=O)CC2)c(C)n1-c1ccccc1
    -7	5	-0.5	11	-4	1	-2	-3	-1.0%
CCOc1ccccc1C1N(c2ccc(OC)cc2)C(=O)C2CCCN21 (configuration not stated)
    -16	20	0.7	-5	2	2	4	10	1.8%
CCN(CC)S(=O)(=O)c1ccc2[nH]cc(C(=O)NCCN3CCCCC3C)c(=O)c2c1 (configuration not stated)
    -6	3	0.1	-2	-4	2	-9	-8	4.0%
COCCN(Cc1nc(-c2ccc(-c3ccccc3)cc2)oc1C)C(C)C
    4	-14	0.4	-14	-8	6	0	-3	1.7%
Cc1ccccc1C(=O)NC(NC(=O)c1ccccc1C)c1cccc([N+](=O)[O-])c1
    -1	6	1.1	-1	1	-2	-3	3	3.4%
CC(=O)Nc1ccc(C(=O)n2nc(C)cc2C)cc1
    2	0	-1.1	2	1	4	-2	5	0.4%
CC1CCN(C(c2nnnn2CCc2ccccc2)C(C)C)CC1 (configuration not stated)
    -8	15	-1.8	0	-2	0	-13	-1	-1.2%
O=C1C(Cl)=C(Nc2ccc(O)cc2)C(=O)c2ccccc21
    8	-68*	0.9	12	-4	11	3	-13	-1.5%
Cc1ccccc1NCCC(=O)Nc1ccc(Cl)cc1
    9	-20	-0.9	-14	-6	4	11	11	-3.1%
Cc1[nH]c2ccccc2c1/C=N/Nc1nc(N2CCCCC2)nc(N2CCCCC2)n1
    -2	6	4.7	-10	11	0	15	-1	0.2%
Cc1cccc2cc(C(c3nnnn3CC3CCCO3)N3CCCc4ccccc43)c(=O)[nH]c12 (configuration not stated)
    -2	7	0.2	16	0	2	-4	2	1.6%
CCCCOCCOCCOCCCC
    3	nt	-0.2	nt	-4	1	2	0	-0.6%
O=C(Nc1ccccc1N1CCN(C(=O)c2ccccc2)CC1)c1ccc(Cl)cc1
    13	-11	16	2	-5	4	-18	-4	2.8%
CC1CCC(C(=O)NC(C(=O)N2CCc3ccccc3C2)C(C)C)CC1 (configuration not stated)
    -27	5	-2.2	-4	-2	2	1	4	0.9%
O=C(COC(=O)CCCc1nc2ccccc2s1)NC(=O)NCc1ccco1
    -8	-11	0.2	-2	-1	3	-1	3	-3.5%
CC(NCc1cccs1)C(=O)NC1CCCCC1 (configuration not stated)
    12	-8	7.3	-8	3	2	-3	-6	-1.1%
COC(=O)c1cn(CC(=O)Nc2ccc(OC)cc2)c2ccccc12
    2	-22	-1.2	-12	5	4	-3	18	0.3%
COC(=O)c1[nH]c2ccc(C)cc2c1NC(=O)CN1CCC(C)CC1
    -13	-9	0.4	-14	10	3	-5	-2	0.2%
O=C(Nc1ccccc1N1CCCCC1)c1ccc(Cl)c([N+](=O)[O-])c1
    -7	10	-1.0	-27	4	4	15	5	0.2%
COc1ccc2occ(CC(=O)Nc3ccc(S(=O)(=O)Nc4nc(C)cc(C)n4)cc3)c2c1
    nt	-13	-1.2	-25	-1	1	2	-4	1.5%
Cc1nc(SCc2ccc(OCCC(C)C)cc2)n[nH]1
    -5	7	3.9	6	-2	6	2	1	-0.2%
O=C(CCCCCN1C(=O)c2ccccc2C1=O)Nc1ccccc1
    -4	-9	-0.5	0	0	2	0	-7	1.3%
CC(NC(=O)CCCc1ccccc1)c1ccncc1 (configuration not stated)
    3	0	0.7	3	-3	0	1	-2	1.0%
CCC1CCCCN1C(=O)CCS(=O)(=O)c1cc2c(cc1C)NC(=O)CO2 (configuration not stated)
    nt	5	3.3	nt	-4	-1	-12	-4	-0.6%
Cc1cccc(-n2c(-c3csc4ccccc34)n[nH]c2=S)c1
    4	5	-1.3	-117*	-6	1	3	-1	3.2%
CCOC(=O)C1=C(c2ccccc2)OC(N)=C(C#N)C1C(C)C (configuration not stated)
    1	7	-0.1	-1	0	9	8	-15	3.1%
CN(C)S(=O)(=O)N1CCN(CC(=O)Nc2ccc(F)cc2)CC1
    -7	-7	1.8	-3	4	0	3	3	4.0%

Not all compounds are listed; rates above refer to the full screens.
